# SENP1 FRET inh = human SENP1 catalytic domain inhibitors, primary screen, biochemical, FRET, uHTS | AID 624204, 2012 | Sentrin-specific protease 1 (Homo sapiens), Q9P0U3 | recombinant SENP1 catalytic domain, CyPet-SUMO1-YPet FRET cleavage | hit rate 0.21% among 360,000 | inhibition, % at 10 µM;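 active means inhibition at least 30% at 10 µM, raw YFP signal under a set limit, fluorescence ratio 0.5 to 1.5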;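 further: 0% = enzyme with DMSO and 100% = no enzyme wells; some results filed as inactive read as strong as hits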
# Target sequence (Q9P0U3 419-644 limits assumed): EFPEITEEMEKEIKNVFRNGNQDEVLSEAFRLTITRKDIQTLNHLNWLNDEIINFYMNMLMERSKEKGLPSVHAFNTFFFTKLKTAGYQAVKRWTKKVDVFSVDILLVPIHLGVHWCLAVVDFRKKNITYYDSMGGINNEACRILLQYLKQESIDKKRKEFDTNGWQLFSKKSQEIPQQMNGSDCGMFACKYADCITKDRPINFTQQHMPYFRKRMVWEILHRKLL
#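 System: Recombinant human SENP1 catalytic domain, His6-tagged | Incubation: Enzyme reaction for 50 min at room temperature, dark | Medium: Tris pH 8 with BME, BSA, NP40 and catalase | Also added: 25 nM SUMO1 FRET substrate | Compound: 10 µM single point, 0.5% DMSO | Measured by: FRET fluorescence in CFP and YFP emission channels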
# SENP8 block = human SENP8 protease inhibitors, primary screen, biochemical, fluorescence, Nedd8 protein substrate, uHTS. AID 602440, 2012. Sentrin-specific protease 8 (Homo sapiens), Q96LD8. recombinant SENP8. hit rate 0.64% among 360,000. inhibition, % at 20 µM; in the data active means inhibition mostly above about 40%, no sharp cut-off; inactive means mostly below about 27%
# Target sequence (Q96LD8 whole entry, looked up): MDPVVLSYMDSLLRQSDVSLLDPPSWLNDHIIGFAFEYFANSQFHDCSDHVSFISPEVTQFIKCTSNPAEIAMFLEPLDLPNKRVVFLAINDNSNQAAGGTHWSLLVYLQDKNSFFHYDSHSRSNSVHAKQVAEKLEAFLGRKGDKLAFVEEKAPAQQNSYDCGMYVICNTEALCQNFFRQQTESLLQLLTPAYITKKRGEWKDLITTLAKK
# Active calls of the source: *; i = inactive. Not all compounds are listed; count on the stated rates, not on these rows.
# The opening 5 compounds, to show the layout:
structure	SENP1 FRET inh	SENP8 block
COc1ccc(NC(=O)C(c2ccccc2F)n2c(=O)c(-c3cc4ccccc4[nH]3)nc3ccccc32)cc1 (configuration not stated)	-18	-381
COc1ccc(OC)c(NC(=O)Nc2nnc([C@H]3C[C@H](O)[C@@H](CO)O3)s2)c1	0	13
CC1(Oc2cnc(Cl)c3ccccc23)CCN(Cc2ccc(-c3ccccn3)cc2)C1 (configuration not stated)	0	14
CCCNS(=O)(=O)c1cc2c(cc1Br)CCN2C(=O)CC	3	10
O=C1c2ccccc2C(=Cc2cccnc2)c2ccccc21	-3	24

# Results (from the top)
structure	SENP1 FRET inh	SENP8 block
COc1ccc(NC(=O)C(c2ccccc2F)n2c(=O)c(-c3cc4ccccc4[nH]3)nc3ccccc32)cc1 (configuration not stated)	-18	-381
COc1ccc(OC)c(NC(=O)Nc2nnc([C@H]3C[C@H](O)[C@@H](CO)O3)s2)c1	0	13
CC1(Oc2cnc(Cl)c3ccccc23)CCN(Cc2ccc(-c3ccccn3)cc2)C1 (configuration not stated)	0	14
CCCNS(=O)(=O)c1cc2c(cc1Br)CCN2C(=O)CC	3	10
O=C1c2ccccc2C(=Cc2cccnc2)c2ccccc21	-3	24
O=C1NC[C@H](CCCCN2CCN(CCc3ccccc3)C(=O)C2=O)N(CCc2ccc(O)cc2)C1=O	3	11
O=C(CCNC(=O)N1CC(=O)Nc2ccccc21)NCc1ccc(Cl)cc1	-1	10
CC1(Cc2ccccc2Cl)C(=O)Nc2c(Cl)cccc21 (configuration not stated)	2	13
Cc1oc(-c2cccs2)cc1C(=O)N1CCCC(C)(C(=O)O)C1 (configuration not stated)	0	-24
COc1ccc(NC(=O)N(C)C[C@@H]2OCc3cn(nn3)CCCC(=O)N([C@@H](C)CO)C[C@H]2C)cc1	0	-17
CC(C)(C)c1ccc(CC(=O)N2CCC2(C)C(=O)NS(=O)(=O)c2cccc(Cl)c2)cc1 (configuration not stated)	2	10
CC(C)NC(=O)N1Cc2cc(C(=O)NCC(F)(F)F)nc(-c3cccc(-c4cc5ccccc5o4)c3)c2[C@@H]1CCO	-3	-53
Cc1c(CC(=O)NCC(=O)NCC(=O)N[C@@H](Cc2ccccc2)C(=O)O)c(=O)oc2c(C)c(O)ccc12	-57	11
c1ccc(-c2nnc(Cn3c4ccccc4c4nc5ccccc5nc43)o2)cc1	-71	-466
CCCNC(=O)c1cc(C2CCCCN2S(=O)(=O)c2ccc(F)cc2F)on1 (configuration not stated)	-1	10
ON=C1c2ccccc2-c2ccc(O)cc21	5	18
COc1ccc(CNC(=O)c2sc(=O)n(Cc3ccccc3OC)c2C)cc1	1	0
O=c1c2ccccc2oc2ccccc12	-4	3
CCC(=O)N(C)C[C@H]1Oc2cc(Br)ccc2S(=O)(=O)N([C@@H](C)CO)C[C@H]1C	1	-17
O=c1[nH]cnc2c1ncn2-c1ccc(Cl)cc1	0	2
COC(=O)[C@]12CCCCC=C1N(Cc1ccc3c(c1)OCO3)C(=O)[C@H](CC(=O)NCc1cccc3ccccc13)C2	-1	21
COC(=O)c1cc(=O)nc(NN=Cc2ccco2)s1	4	26
Cn1cc(Cc2ccccc2)c(=O)c(Cc2ccccc2)c1	1	20
COC1=CC(C)C2CC3OC(=O)CC4C(C)=C(OC)C(=O)C(C2(C)C1=O)C34C (configuration not stated)	-3	-3
Cc1ccc(S(=O)(=O)Nc2ccc3ncccc3c2[N+](=O)[O-])cc1	3	23
CC(C)(C)c1ccc(C(O)c2ncc(-c3ccccc3F)[nH]2)cc1 (configuration not stated)	2	1
COC(=O)[C@@]1(Cc2ccc(F)cc2)[C@H]2c3cc(C(=O)N4CCCC4)n(Cc4ccc(OC(F)(F)F)cc4)c3C[C@H]2CN1C(=O)c1ccccc1	-9	-19
CCN(CC(=O)Nc1ccccc1C(F)(F)F)CC(=O)c1[nH]c(C)c(C(C)=O)c1C	0	12
CCCCn1cnc2c(SCc3ccc(Br)cc3)nc(N)nc21	-1	6
O=C(c1ccccn1)N1CC=C(c2ccccc2)CC1	-3	9
CC(C)c1ccccc1NC(=O)Nc1nnc([C@H]2C[C@H](O)[C@@H](CO)O2)s1	0	6
FC(F)(F)c1cccc(N2CCCCC2)c1	2	1
CC1OC(CCc2cccc(Cl)c2)Cc2[nH]c(=S)[nH]c(=O)c21 (configuration not stated)	3	26
O=C(CCNC(=O)c1ccccc1Cl)Nc1ccc2c(c1)OCCO2	0	3
CC1(C(=O)NCc2cccc3ccccc23)CCN1Cc1ccc(-c2ccccc2)o1 (configuration not stated)	-3	-22
COc1ccccc1/C=C/C(=O)c1ccccc1	2	5
NC(c1ccncc1)c1ccc(Cl)cc1 (configuration not stated)	0	12
COc1cc(C=C2NC(=O)NC2=O)ccc1O	0	-106
Cc1ccccc1C(=O)N1CCC[C@@H]1C(=O)N1CCC[C@H]1C(=O)NCc1ccncc1	3	12
COc1cccc(-c2cnc3c(NC(C)=O)cc(-c4ccc(OC)c(OC)c4)cn23)c1	-48	-366
COc1ccc(C(=O)c2[nH]c(N)c(C(=O)NCCc3c[nH]c4ccccc34)c2-c2ccc(C(F)(F)F)cc2)cc1	-13	-20
CCOC(=O)[C@]12CCC=C1N(Cc1ccc(Cl)cc1Cl)C(=O)[C@H](CC(=O)NCc1ccc(C)o1)C2	-4	15
CC(=O)NC(c1cccc(F)c1)c1nc(-c2cc3ccccc3o2)cs1 (configuration not stated)	3	-7
O=c1nc2n(CCO)c3ccccc3cc-2c(=O)[nH]1	-26	-461
CCOC(=O)C(Cc1ccc(O)cc1)Nc1nc2ccccc2o1 (configuration not stated)	2	18
CCCC(=O)N1CCCC(c2cc(C(=O)NCc3ccc(F)cc3)no2)C1 (configuration not stated)	4	19
Cc1nc(-c2ccccc2)sc1C(=O)NS(=O)(=O)c1ccc(CN2CCN(c3ccccc3)CC2)cc1	2	3
C#CCN(C[C@@H]1[C@@H](OC(=O)NCc2ccccc2F)[C@@H](OC(=O)NCc2ccccc2F)Cn2c(=O)ccc(=O)n21)S(=O)(=O)c1ccc(C)cc1	-1	-8
CC1(C(=O)NS(=O)(=O)c2ccccc2)CCN1C(=O)CC(c1ccccc1)c1ccccc1 (configuration not stated)	1	-7
COc1ccc(-c2ccc(C(=O)NC3CCCCC3)c3occc23)c(C)c1	0	-208
CC(c1nc2ccccc2[nH]1)n1c(=O)c(-c2cccnc2)nc2ccccc21 (configuration not stated)	-1	-264
CC1(C(=O)Nc2cccc3cccnc23)CCN1Cc1cccc2c1OCO2 (configuration not stated)	1	-70
COc1ccc(OC)c(S(=O)(=O)N2CCCC(C(=O)NC3CC3)C2)c1 (configuration not stated)	-1	8
COc1ccc(Cl)cc1Cn1c(C)c(C(=O)NCc2cccc(Cl)c2)sc1=O	3	8
C[C@H](CO)N1C[C@H](C)[C@H](CN(C)S(=O)(=O)c2ccc(F)cc2)Oc2ncc(Br)cc2C1=O	0	5
COc1ccc(NC(=O)[C@@H]2O[C@H](CO)[C@H](O)[C@H](O)[C@H]2O)cc1F	-3	14
CC(=O)Nc1ccc(-c2ccnc3c2CC(C(=O)Nc2cccc(Oc4ccccc4)c2)O3)cc1 (configuration not stated)	-2	10
COc1ccccc1Cc1c(C(C)(C)C)nc2c3ccccc3ccn12	-36	-133
CC1=C(C#N)c2nc(N)c(C#N)c(C)c2/C1=C\c1ccc(-c2ccccc2C(=O)O)o1	4	-36
COc1ccc(CCCNC(=O)C2Cc3c(-c4cccc(NC(C)=O)c4)ccnc3O2)cc1 (configuration not stated)	0	6

# 2 entries picked at random from those above, as already listed:
structure	SENP1 FRET inh	SENP8 block
CC1(C(=O)NS(=O)(=O)c2ccccc2)CCN1C(=O)CC(c1ccccc1)c1ccccc1 (configuration not stated)	1	-7
CC1(C(=O)Nc2cccc3cccnc23)CCN1Cc1cccc2c1OCO2 (configuration not stated)	1	-70

# Going on with the list.
structure	SENP1 FRET inh	SENP8 block
CCC(C)c1ccc(O)c(NC(=S)NC(=O)c2cccs2)c1 (configuration not stated)	3	20
COCCn1c(SCC(=O)Nc2cc(C)on2)nc2c([nH]c3ccccc32)c1=O	3	-26
CCCCc1c(C)nc2nc(SCc3ccc(Cl)cc3)[nH]n2c1=O	-13	13
COC(=O)[C@@]1(Cc2ccc(F)cc2)[C@H]2c3cc(C(=O)N(C)C)n(C)c3C[C@H]2CN1C(=O)c1ccccc1	-7	0
O=S(=O)(Nc1ccc(-c2ccc(NS(=O)(=O)c3ccccc3)cc2)cc1)c1ccccc1	0	-1
O=C(NC(c1ccc(Cl)cc1)c1cnccn1)C1CCN(Cc2cccc(C(F)(F)F)c2)CC1 (configuration not stated)	-6	24
COc1ccccc1-c1cc2nc(NCc3cccc(Cl)c3)ccn2n1	1	i
CS(=O)(=O)N1CCCCC1CCN1CCCCC1 (configuration not stated)	-2	10
O=C(O)CC1NC(=S)N(Cc2ccccc2)C1=O (configuration not stated)	-5	6
C[C@@H](c1ccccc1)N1C[C@@H](COCc2ccccc2)Oc2cc(N3CC[C@H](N(C)C)C3)ccc2S1(=O)=O	0	-18
Oc1cc(CNC2CCCCC2)c(O)cc1CNC1CCCCC1	14	27
CC1=C(C(=O)N2CCOCC2)CC(CC(=O)NCCN2CCOCC2)C(=O)N1Cc1ccc(C(C)(C)C)cc1 (configuration not stated)	-1	2
O=C(c1cccc(S(=O)(=O)N2CCCC2)c1)N1CCN(S(=O)(=O)c2cccc(Cl)c2)CC1	-1	-6
S=C1Cc2ccccc2N1	-2	45*
Cc1cc(C)n2c(NC3CCCCC3)c(CC(C)C)nc2n1	-5	-30
COc1ccc(NC(=O)C[C@H]2C(=O)N(C3CCCCC3)C[C@@H]2c2ccc(OC)cc2)cc1	1	5
COc1ccc(COC[B-](F)(F)F)cc1	1	17
COc1ccc(C=NN=C2c3ccccc3-c3ccccc32)cc1O	1	28
NC(CCc1ccccc1)c1csc(Nc2ccc(C(F)(F)F)cn2)n1 (configuration not stated)	-1	-110
O=C(Nc1ccc(Cl)c(Cl)c1)N[C@@H]1CC[C@@H](CCn2cc(C3CCCCC3)nn2)O[C@@H]1CO	3	15
COc1cccc(S(=O)(=O)N(C)C[C@@H]2Oc3cc(Br)ccc3S(=O)(=O)N([C@@H](C)CO)C[C@@H]2C)c1	1	4
CC(Oc1ccccc1F)C(=O)NNC(=O)c1ccc(-n2cncn2)c([N+](=O)[O-])c1 (configuration not stated)	1	24
COc1cc(OC)nc(Nc2nc(CN)cs2)n1	-5	-65
COc1ccccc1C(=O)NNC(=O)c1ccc(NC(=O)C(C)C)cc1	1	10
CCN(CC)C1Oc2cc3c(cc2C(c2cccc(OC)c2O)C1C)OCO3 (configuration not stated)	2	4
Cc1ccc(C(=O)Oc2coc(CSc3nnc(NC(=O)C4CC4)s3)cc2=O)cc1C	1	19
Cn1nc(C(C)(C)C)cc1N1C(=O)CCC1(C)C(=O)Nc1ccc2ccccc2c1 (configuration not stated)	0	-2
Cc1ccc(CN2CCCC2(C)C(=O)NC(C)C)cc1 (configuration not stated)	2	24
Cc1cc(N2CCN(C(C(=O)NC3CCCC3)c3ccco3)CC2)c2ccccc2n1 (configuration not stated)	-1	-6
N#Cc1cnn(-c2ccc([N+](=O)[O-])cc2[N+](=O)[O-])c1N	-2	27
C[C@@H]1CN([C@H](C)CO)C(=O)CCCn2nncc2CO[C@@H]1CN(C)C(=O)Nc1ccnc(N2CCOCC2)c1	1	-5
Cc1ccc(NC(=O)CN2C(=O)N/C(=C/c3cc(C)n(-c4cccc(C(=O)O)c4)c3C)C2=O)cc1	-35	-268
CCOC1=C2[C@@H](CN(S(=O)(=O)c3ccc(C)cc3)[C@H]2c2cccc3ccccc23)[C@H]2C(=O)NC(=O)[C@H]2C1	5	8
CCC1OC(C2CC2)CC2=C1C(=O)OC(C)(C)O2 (configuration not stated)	1	12
CCCCC1Cc2[nH][nH]c(=O)c2C(c2ccc(Cl)cc2)O1 (configuration not stated)	3	21
Cc1ccc(S(=O)(=O)ON2C(=O)c3ccccc3C2=O)c(C)c1	1	-176
CN(C)CCN1CCN(C2CN(C3CCCC3)S(=O)(=O)C2)CC1 (configuration not stated)	3	9
O=C(CNS(=O)(=O)Cc1ccccc1)NNc1ccccc1	-1	25
CN1CCN(C(=O)c2cccc(-c3ccc4nncn4c3)c2)CC1	-2	12
NC(Cc1ccc(C(F)(F)F)cc1)c1csc(Nc2nncc3ccccc23)n1 (configuration not stated)	-40	-111
NC(=O)C(NN=C(c1ccccc1)c1ccccc1)c1ccccc1 (configuration not stated)	0	11
Cc1ccc(NC(=O)C(C)OC(=O)COc2cccc(C(F)(F)F)c2)cc1S(=O)(=O)N1CCOCC1 (configuration not stated)	1	0
CNc1cncc(-c2cccc(C(=O)N(C)C)c2)n1	-8	i
CN(CC(=O)Nc1ccc(F)c(F)c1F)C(=O)CCN1C(=O)C2CC=CCC2C1=O (configuration not stated)	2	10
Cn1cnc(S(=O)(=O)N2CCCCC2c2cc(C(=O)Nc3ccccc3Cl)no2)c1 (configuration not stated)	3	11

# Screening results as filed in PubChem.
